PPARg SRC-1 ag – agonists of human PPARgamma SRC-1 coactivator recruitment | hit rate 0.41% among 200,000 | PPARgamma-SRC-1 coactivator recruitment biochemical assay | AID 631 | activation, % at 8 µM | P37231; in the data active means activation above about 19%;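 further: 0% = DMSO and 100% = reference agonist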
Diaph act CS – diaphorase activation or chemical reduction counter-screen; Diaphorase/resazurin coupled assay, resorufin fluorescence, 16 min; hits give high values; 1 = vehicle wells, 0 = NADH-free wells; activation factor at 20 µM; hit rate 0.005% among 190,000;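 active means diaphorase activity raised at least twofold by the compound at 20 µM; inactive means activation factor below 2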
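Material: Clostridium kluyveri diaphorase, purified enzyme; Quantity: enzyme 0.07 U/mL final; Medium: HEPES pH 7.4 buffer with MgCl2 and Tween 20; Dosing: single compound dose of 20 µM, 1% DMSO final; Schedule: 16 min reaction at room temperature; Measured by: red resorufin fluorescence at 544/590 nm excitation/emission.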
PMI activator – phosphomannose isomerase (human) activation; purified human PMI, coupled resazurin fluorescence, 20 min; hits give high values; 1 = vehicle control, 0 substrate-free wells; activation factor at 20 µM; hit rate 0.005% among 190,000; AID 1214;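 active means activation factor of 2 or more at 20 µM, relative to plate controls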
Target sequence (P34949 whole entry, looked up): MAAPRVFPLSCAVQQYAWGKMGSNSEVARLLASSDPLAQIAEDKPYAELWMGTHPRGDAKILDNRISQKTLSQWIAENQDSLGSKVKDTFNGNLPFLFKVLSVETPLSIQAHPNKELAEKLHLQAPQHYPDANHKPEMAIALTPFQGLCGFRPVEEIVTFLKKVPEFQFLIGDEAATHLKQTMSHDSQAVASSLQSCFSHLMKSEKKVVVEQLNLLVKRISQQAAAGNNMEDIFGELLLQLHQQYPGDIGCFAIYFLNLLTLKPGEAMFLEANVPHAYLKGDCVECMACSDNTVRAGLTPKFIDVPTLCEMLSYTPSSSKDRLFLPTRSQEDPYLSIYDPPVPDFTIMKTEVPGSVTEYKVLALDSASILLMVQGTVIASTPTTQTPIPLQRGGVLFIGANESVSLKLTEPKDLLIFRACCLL
ROMK mod – human ROMK K+ channel modulation, primary screen. Tet-inducible ROMK, thallium flux fluorescence; actives lie on both sides. B-score at 10 µM. hit rate 2% among 130,000;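 active means signal ratio slope over the read window, or its plate-corrected B-score, at least 3 SD from the plate mean, either direction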;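 further: B-score of the F/F0 ratio slope over 7 to 12 s after thallium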
Target sequence (P48048 whole entry, looked up): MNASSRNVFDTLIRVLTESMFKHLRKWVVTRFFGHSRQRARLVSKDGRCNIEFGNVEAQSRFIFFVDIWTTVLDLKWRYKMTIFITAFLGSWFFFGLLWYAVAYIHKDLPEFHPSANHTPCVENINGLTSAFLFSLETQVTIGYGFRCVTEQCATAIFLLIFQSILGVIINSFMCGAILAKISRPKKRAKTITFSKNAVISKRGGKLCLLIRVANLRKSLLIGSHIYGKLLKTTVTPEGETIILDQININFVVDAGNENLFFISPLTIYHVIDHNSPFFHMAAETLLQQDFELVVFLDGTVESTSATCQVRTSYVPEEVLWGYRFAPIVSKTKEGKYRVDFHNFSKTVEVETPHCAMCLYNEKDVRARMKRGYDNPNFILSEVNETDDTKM
S1P3 antag – blocks the human S1P3 receptor; CHO S1P3 NFAT-BLA reporter, FRET fluorescence, antagonist mode; inhibition, % at 4.98 µM; hit rate 0.27% among 170,000; AID 485;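 active means inhibition above the plate cutoff, the mean inhibition of test wells on that plate plus 3 SD, cut at about 28% in these data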;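 further: cells challenged with S1P at its EC80 of 0.8 µM; blue over green emission ratio from cleaved BLA substrate after 4 h stimulation; 0% = S1P-stimulated wells and 100% = unstimulated DMSO-only wells; some compounds past the cut are filed as inactive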
PMI act satM6P – PMI (human) activation, high substrate. P34949. hit rate 0.34% among 190,000. coupled PMI enzyme assay, resazurin fluorescence, 20 min; hits give high values; 1 = untreated enzyme, 0 = substrate-free blank. activation factor at 20 µM;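 active means activation factor of 2 or more at 20 µM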
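Material: human phosphomannose isomerase with PGI, G6PDH, diaphorase coupling enzymes; amount: PMI at 15 ng/mL final; also added: Mannose-6-phosphate 1.0 mM (near-saturating) plus 0.22 mM NADP+; incubation: enzyme reaction with compound 20 min at room temperature; signal: resorufin fluorescence (Ex 544/Em 590 nm) from resazurin via diaphorase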
Diaphorase inh – diaphorase inhibition or chemical oxidation counter-screen; diaphorase resazurin-to-resorufin fluorescence, NADH, 16 min; bacterial (C. kluyveri) enzyme, not human; inhibition, % at 20 µM; hit rate 0.69% among 190,000; AID 1217;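 active means primary screen inhibition at 20 µM above a set limit, cut at about 50% in these data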;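 further: plate controls were DMSO with full reaction for no effect and wells lacking NADH for full effect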
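Test system: diaphorase enzyme from Clostridium kluyveri; amount: diaphorase at 0.14 U/mL in enzyme working solution; detection: fluorescence of resorufin formed from resazurin, Ex 544/Em 590 nm; times: reaction incubation of 16 min at room temperature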
TR-FRET SRC-2 ct – flags TR-FRET format artefacts in PPARgamma SRC-2 recruitment agonist screen | TR-FRET artefact counter-screen; hits give high values | TR-FRET ratio at 8 µM | hit rate 0.4% among 200,000 | AID 1049; in the data active means TR-FRET ratio above about 2000; further: inactives centre near 1500
G6PDH counter – counter-screen for G6PDH assay hits: L. mesenteroides G6PDH inhibition | Purified L. mesenteroides G6PDH, diaphorase/resazurin coupled fluorescence, 45 min | inhibition, % at 5 µM | hit rate 0.12% among 200,000; in the data active means inhibition above about 50%
PPARg SRC-2 ag – promotes SRC-2 coactivator recruitment by human PPARgamma. P37231. PPARgamma LBD-SRC-2 recruitment, biochemical. activation, % at 8 µM. hit rate 0.34% among 200,000; in the data active means activation above about 22%;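 further: 0% = vehicle and 100% = reference agonist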
PPARg SRC3 recr – agonists of human PPARgamma SRC-3 coactivator recruitment. P37231. biochemical PPARgamma/SRC-3 coactivator recruitment assay. activation, % at 8 µM. hit rate 0.26% among 200,000. AID 731; in the data active means activation above about 23%;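 further: 0% = DMSO and 100% = reference agonist; some compounds past the cut are filed as inactive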
* hit, by the source's call; . = not tested or not shown.

SMILES	PPARg SRC-1 ag	Diaph act CS	PMI activator	ROMK mod	S1P3 antag	PMI act satM6P	Diaphorase inh	TR-FRET SRC-2 ct	G6PDH counter	PPARg SRC-2 ag	PPARg SRC3 recr
O=S(=O)(c1cccc2cccnc12)N1CCN(c2ccccc2)CC1	-3	0.9	0.9	-0.054	.	0.9	11	1535	14	-1	7
COc1cc(C(c2c(C)[nH][nH]c2=O)c2c(C)[nH][nH]c2=O)ccc1OC(=O)c1cccc([N+](=O)[O-])c1	-5	0.9	0.8	.	.	0.7	10	1626	7	4	5
Cn1cccc1Cc1nnc(SCC(=O)N2CCCc3ccccc32)n1-c1ccc(F)cc1	-2	0.8	0.9	.	8	0.9	23	1422	-25	3	-3
Cc1c(C(=O)Nc2ccccc2)sc2nc3n(c(=O)c12)CCCCC3	6	1	1.1	-0.54	-12	1	1	1485	1	3	1
O=C(Oc1ccc(C(=S)N2CCCCC2)cc1)c1ccccc1F	8	1.1	1.1	0.33	-29	1	-8	1562	0	-2	8
CC(C)CN(CC(C)C)S(=O)(=O)N1CCC(C(=O)NCc2cccs2)CC1	7	0.8	1	.	8	1	16	1563	3	3	-6
O=C(Cc1ccccc1)Nc1ccc(NC(=O)c2cccs2)cc1	4	1	1.1	-0.16	24	1	4	1763	-2	1	0
COC(=O)CCC(=O)NC(=S)Nc1cc(Cl)ccc1Cl	5	0.8	0.9	.	.	0.9	16	1624	2	2	0
CC(NC(=O)Cn1cccc1C(=O)c1ccccc1)c1ccc2c(c1)OCCO2 (centres undefined)	-5	1	1	-0.6	-12	1	3	1432	-4	-4	-3
Cc1ccn2c(NC(C)(C)C)c(-c3cccs3)nc2c1	1	0.6	1	0.17	12	1	40	1655	6	5	-3
Cc1ccc(NC(=O)CSc2nnc(-c3ccc(S(=O)(=O)N4CCCC4)cc3)o2)cc1C	21*	1	1	.	-13	1	-1	1464	5	-11	1
CCOC(=O)Cc1csc(NC(=S)NC(=O)c2ccccc2Br)n1	4	0.8	0.9	.	12	1	22	1308	19	-1	1
CCc1cccc2c(/C=N/NC(=O)c3cccc(S(=O)(=O)Nc4ccccc4Cl)c3)c[nH]c12	7	0.8	1	0.69	-2	0.9	21	1703	10	13	3
CCOCCCNC(=O)c1cc(C)nn1-c1ccccc1	1	0.9	0.9	.	-13	1	14	1699	-20	-3	0
O=C(Nc1ccc(Cl)cc1C(=O)O)c1ccc2c(c1)C(=O)N(Cc1ccco1)C2=O	4	0.7	0.9	0.13	-14	0.9	35	1545	5	2	0
O=C(c1cccs1)N1CCN(S(=O)(=O)N2CCCCC2)CC1	-2	1	1	.	-18	1	2	1506	-5	4	-4
CCCN1C(=O)C2C(C(=O)Nc3cccc(OC)c3)C3C=CC2(O3)C1C(=O)NC1CCCCC1 (centres undefined)	-4	0.9	1	-1.3	-4	1	11	1523	1	-2	-4
CCN(CC)S(=O)(=O)c1ccc(N2CCCC2)c(C(=O)OCC(=O)N2CCCC2)c1	8	0.9	1	0.73	-1	1	8	1597	6	6	0
O=S(=O)(c1ccc2c(c1)N(Cc1ccc(Cl)cc1)C1CCCN21)N1CCOCC1 (centres undefined)	-2	0.8	1	.	.	0.9	15	1612	2	7	-1
COc1nc(NC(C)(C)C)nc(Oc2ccc(=O)n(C)n2)n1	2	0.9	1	.	-3	1.1	6	1313	1	-1	-11
O=S(=O)(NCCSc1ccc(Cl)cc1)c1ccc2c(c1)OCCO2	9	0.9	0.9	.	-32	0.9	8	1569	5	1	5
CN(C(=S)NC(=O)CCCOc1ccc(Cl)cc1Cl)c1ccccc1	6	0.9	1.1	0.3	.	1.3	7	1478	0	5	2
COc1ccc(S(=O)(=O)N2CCN(C(=O)NC3CCCCC3)CC2)cc1OC	-2	1.1	0.9	.	17	1	-11	1492	8	1	-3
O=C(O)C1(P(=O)(c2ccc(Cl)cc2)c2ccc(Cl)cc2)CC1	-12	1.1	1	0.26	-3	1.1	-8	1535	5	4	2
CC(C)NC(=S)N/N=C1\CCCCC1C1CCCCC1 (centres undefined)	-1	0.8	0.9	-2.2	.	1	16	1292	0	9	-3

(continued)
SMILES	PPARg SRC-1 ag	Diaph act CS	PMI activator	ROMK mod	S1P3 antag	PMI act satM6P	Diaphorase inh	TR-FRET SRC-2 ct	G6PDH counter	PPARg SRC-2 ag	PPARg SRC3 recr
Cc1ccn2c(C(=O)NN=C3CCCCCCC3)c(C)nc2c1	-5	1	1	0.22	-26	1.1	2	1467	6	-7	-3
COCCOC(=O)C1=C(C)OC(N)=C(C#N)C1c1ccc2c(c1)OCO2 (centres undefined)	-1	0.8	0.8	-1.1	-9	0.8	23	1594	27	3	7
COc1cc(S(=O)(=O)N2CCC(C(N)=O)CC2)c(C)cc1C	2	0.9	1	0.68	5	1	6	1689	-6	16	-2
CC(=O)c1cccc(NC(=S)NC(=O)Cc2ccccc2)c1	1	1.1	0.9	0.023	-10	1	-13	1630	10	-2	-3
O=C1N/C(=C/c2ccsc2)C(=O)N1c1ccccc1	10	1.1	1.1	0.52	12	1.1	-15	1620	12	-5	-1
CCOc1ccc(N2C(=O)c3cccnc3C2Nc2ccc(Cl)cc2)cc1 (centres undefined)	3	0.8	1	-1.3	-14	1	17	1578	6	2	4
CSc1ccc(C2c3[nH]c4ccccc4c3CCN2C(=O)c2ccnn2C)cc1 (centres undefined)	5	0.8	0.9	0.59	2	0.9	24	1629	4	7	4
Cc1ccc2c(c1)C(O)(c1c(C)[nH]c3ccccc13)C(=O)N2 (centres undefined)	2	0.8	0.8	-0.054	-19	0.9	17	1454	4	0	5
Cc1ccccc1Cn1nnc(-c2ccc3c(c2)OCO3)n1	-2	0.7	0.9	-0.5	.	0.9	26	1437	9	3	9
CCC[C@@H]1C[C@@]1(CCC)[C@@H](NP(=O)(c1ccccc1)c1ccccc1)c1ccc(C(=O)OC)cc1	8	0.8	0.8	-0.85	-6	0.9	25	1566	12	12	-2
O=C(CN1C(=O)CSC1=O)Nc1ccc(F)c(F)c1F	-4	0.8	0.9	1.2	-4	1	22	1494	8	5	3
NC(=O)Cc1ccc(Nc2nnc(-c3ccc(O)cc3)c3ccccc23)cc1	0	0.9	1	.	-8	1.1	6	1524	-16	-7	0
Cc1cccc(C)c1NC(=O)CCS(=O)(=O)c1cccc2nsnc12	-2	0.9	1.1	-0.028	.	1.1	13	1581	1	-2	-3
O=C1CC(c2cccs2)c2cc3c(cc2N1)OCO3 (centres undefined)	1	0.9	0.8	0.49	7	0.9	7	1575	4	3	-12
Cc1ccc(-n2ncc3c(NNC(=O)Cc4ccccc4)ncnc32)cc1	2	0.9	0.9	.	-7	0.9	14	1735	4	3	2
Cc1ccc(CN2CCN(Cc3cccc(-n4cccn4)c3)CC2CCO)cc1 (centres undefined)	-13	0.7	1.1	-0.84	0	1	32	1405	12	-7	-2
O=c1[nH]c(Nc2nc3ccccc3o2)nc2c1CCCC2	3	0.9	0.9	.	16	0.9	9	1633	14	-4	-5
O=C(COC(=O)CNC(=O)c1ccc(Cl)cc1)Nc1ccc(Cl)cc1C(F)(F)F	6	0.8	0.9	.	-18	1	15	1697	0	-1	7
Cc1ccccc1NC(=S)N(Cc1cccs1)C1CCCCC1	4	0.9	0.9	-0.094	-4	0.9	13	1633	5	-1	-1
COCCCNC(=O)Cn1cnc2sc(C)c(S(=O)(=O)N3CCN(c4ncccn4)CC3)c2c1=O	4	0.9	1	0.085	-3	0.9	14	1510	3	3	4
COc1cc(OC)cc(-c2nnc(SCc3cccc(C(=O)O)c3)o2)c1	9	1	1.1	0.5	.	1.2	-1	1501	13	10	12
CCOc1ccc2nc(N3CCCC(C(=O)N4CCN(CC)CC4)C3)sc2c1 (centres undefined)	3	0.9	0.9	.	6	0.9	11	1459	3	4	6
CC(C)Oc1ccc(C(CC(=O)O)NC(=O)c2cccs2)cc1 (centres undefined)	2	1	1.1	0.68	.	1.1	2	1672	-10	7	6
CCS(=O)(=O)Nc1cccc(C(=O)CC2(O)C(=O)Nc3ccccc32)c1 (centres undefined)	0	0.8	0.8	.	-14	0.9	20	1570	-2	0	11
CCn1cc(C(=O)N2CCN(c3ccc([N+](=O)[O-])cc3)CC2)c(=O)c2ccc(C)nc21	9	0.8	1	0.016	-4	0.9	17	1474	8	-6	0

Next structures.
SMILES	PPARg SRC-1 ag	Diaph act CS	PMI activator	ROMK mod	S1P3 antag	PMI act satM6P	Diaphorase inh	TR-FRET SRC-2 ct	G6PDH counter	PPARg SRC-2 ag	PPARg SRC3 recr
CCC(C)NC(=O)Cn1nc(C(F)(F)F)c2c1CCCC2 (centres undefined)	-5	0.9	1	-0.017	.	1.1	6	1565	-3	-5	-10
CC(C)N(C(=S)NC1CCCCC1)c1ccccc1	-2	0.9	0.9	.	-8	0.9	7	1531	8	7	1
Fc1ccccc1Nc1nc(NCc2ccco2)nc(N2CCOCC2)n1	0	0.9	0.9	0.92	-5	0.9	9	1748	13	5	5
COCCCNCCOc1ccccc1-c1ccccc1	0	0.8	1	-0.12	0	1	17	1620	8	3	4
O=C(c1ccc(Cn2c(=S)[nH]c3cc4c(cc3c2=O)OCO4)cc1)N1CCN(c2ccccc2)CC1	18	0.9	0.9	0.6	-21	1	8	1767	-6	-1	2
COC(=O)c1ccccc1NC(=O)Cn1ccnc1	0	1	1	.	15	1	2	1423	8	4	5
CCOC(=O)N1CCN(C(=O)c2ccc3nc4ccsc4c(=O)n3c2)CC1	4	0.8	0.8	.	-8	0.9	17	1549	12	1	1
O=C(Nc1cc2ccccc2oc1=O)C1CCCCC1	10	0.9	0.9	.	.	1	11	1478	7	0	7

Sorted by number of heavy atoms (ascending): five of the compounds above
SMILES	PPARg SRC-1 ag	Diaph act CS	PMI activator	ROMK mod	S1P3 antag	PMI act satM6P	Diaphorase inh	TR-FRET SRC-2 ct	G6PDH counter	PPARg SRC-2 ag	PPARg SRC3 recr
COC(=O)c1ccccc1NC(=O)Cn1ccnc1	0	1	1	.	15	1	2	1423	8	4	5
O=C(Nc1cc2ccccc2oc1=O)C1CCCCC1	10	0.9	0.9	.	.	1	11	1478	7	0	7
CCC(C)NC(=O)Cn1nc(C(F)(F)F)c2c1CCCC2 (centres undefined)	-5	0.9	1	-0.017	.	1.1	6	1565	-3	-5	-10
Fc1ccccc1Nc1nc(NCc2ccco2)nc(N2CCOCC2)n1	0	0.9	0.9	0.92	-5	0.9	9	1748	13	5	5
O=C(c1ccc(Cn2c(=S)[nH]c3cc4c(cc3c2=O)OCO4)cc1)N1CCN(c2ccccc2)CC1	18	0.9	0.9	0.6	-21	1	8	1767	-6	-1	2

From PubChem BioAssay
